# EBI2 antag – antagonists of human EBI2 receptor; EBI2 beta-arrestin recruitment, luminescence, 7a,25-OHC stimulated; AID 651636; inhibition, % at 5 µM; 360,000 tested, 0.81% active; in the data active means inhibition above about 38%;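 further: enzyme fragment complementation signal reports receptor beta-arrestin coupling in cells; 0% = agonist plus DMSO wells and 100% = wells without agonist; some results beyond the cut were filed as inactive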
# Target sequence (P32249 whole entry, looked up, the tested form may be a part): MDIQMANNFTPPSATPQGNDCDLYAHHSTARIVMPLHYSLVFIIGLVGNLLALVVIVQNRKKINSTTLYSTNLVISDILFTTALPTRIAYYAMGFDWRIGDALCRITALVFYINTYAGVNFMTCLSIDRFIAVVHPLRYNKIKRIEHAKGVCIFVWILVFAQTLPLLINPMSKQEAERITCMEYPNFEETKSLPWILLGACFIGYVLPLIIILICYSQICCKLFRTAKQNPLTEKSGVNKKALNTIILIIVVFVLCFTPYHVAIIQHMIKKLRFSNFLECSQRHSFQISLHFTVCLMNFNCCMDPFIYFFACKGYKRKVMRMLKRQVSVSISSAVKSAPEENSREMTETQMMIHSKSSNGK
# CXCR6 inh – blocks human CXCR6 beta-arrestin recruitment; CHO-K1 PathHunter CXCR6 beta-arrestin, luminescence; inhibition, % at 20 µM; 360,000 tested, 0.36% active; in the data active means inhibition above about 34%, passing the limit was not always enough;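 further: antagonist mode with CXCL16 agonist at 10 nM final; 0% = 10 nM CXCL16 with DMSO and 100% = unstimulated wells without agonist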
# Target sequence (O00574 whole entry, looked up): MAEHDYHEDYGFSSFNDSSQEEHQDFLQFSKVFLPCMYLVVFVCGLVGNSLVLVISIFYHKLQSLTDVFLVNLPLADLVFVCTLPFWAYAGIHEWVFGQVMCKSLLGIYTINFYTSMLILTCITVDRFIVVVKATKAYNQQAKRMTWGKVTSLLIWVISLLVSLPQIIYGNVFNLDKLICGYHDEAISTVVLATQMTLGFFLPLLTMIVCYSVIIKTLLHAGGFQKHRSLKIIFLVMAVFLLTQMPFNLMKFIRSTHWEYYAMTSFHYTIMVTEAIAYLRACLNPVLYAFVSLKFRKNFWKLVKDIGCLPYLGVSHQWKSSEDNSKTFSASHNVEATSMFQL
# Starred values were filed as active, the others as inactive. Only part of the results is shown (hit frequency here may not be typical).
EBI2 antag	CXCR6 inh	molecule
2	7	CCCN(C(=O)CSc1nnc(-c2ccc3c(c2)OCO3)o1)C1CCS(=O)(=O)C1 (stereo not given)
4	-7	CC(C)CNC(=O)c1[nH]c(C(F)(F)F)nc1-c1ccccc1
-5	-15	Cc1ccc(S(=O)(=O)N2CCCCC2)cc1NCC(=O)Nc1ccc(Br)cc1F
-2	-7	CC(C)C1C(=O)N(Cc2cn(CCC3OCCO3)nn2)CCS(=O)(=O)N1Cc1ccc(-c2ccc(F)cc2Cl)cc1 (stereo not given)
-1	2	COc1ccc(C(=O)N2CCCC(c3cc(C(=O)NCc4cccnc4)no3)C2)cc1 (stereo not given)
0	13	COc1cccc(-c2ccc3c(c2)O[C@@H](CN(C)C(=O)C2CCOCC2)[C@H](C)CN([C@H](C)CO)S3(=O)=O)c1
-2	9	COc1ccccc1N1CCN(C(=S)NC(=O)c2ccc([N+](=O)[O-])cc2)CC1
-2	-3	COC(=O)C[C@H]1C[C@H]2c3cc(NC(=O)NC4CCCC4)ccc3O[C@H]2[C@@H](CO)O1
0	-11	COCCN1C[C@@H](CO)O[C@@H](n2cnc3c(N4CCOCC4)ncnc32)C1
9	-6	COc1ccc(Cl)cc1-c1cc(C(=O)Nc2ccc(C)c(NS(C)(=O)=O)c2)[nH]n1
-9	-7	CC(C)(CN1CCCN(CC(C)(C)C(=O)O)C1=O)C(=O)O
8	1	CC1(c2nc3ccccc3[nH]2)c2ccccc2C(=O)N1Cc1ccccc1 (stereo not given)
-1	42*	c1ccc(N=NC2=NN(c3ccccc3)CS2)cc1
-2	5	CCc1nc2c(OCCOc3ccccc3)cccn2c1N(C)C(=O)c1ccc(C)cc1
-4	0	O=C(O)c1cccc(S(=O)(=O)Nc2ccccc2Oc2ccccc2)c1
15	-8	COc1cccc(CN2CCC2(C)C(=O)Nc2cnc3ccccc3c2)c1F (stereo not given)
-13	-5	S=c1[nH]nc2ccc3ccccc3n12
8	8	COc1cc(CNC(=O)c2cc(-c3cc(F)ccc3OC(C)C)n[nH]2)cc(OC)c1
10	-13	COc1cccc(NC(=S)NC2CC(C)CC(C)(C)C2)c1 (stereo not given)
2	-3	O=C(Nc1cccc(Cl)c1)c1csc([C@H]2C[C@H](O)[C@@H](CO)O2)n1
6	-4	COc1cccc(-c2cnc(C(O)c3ccc(C)cc3C)[nH]2)c1 (stereo not given)
-6	1	CCCCNc1c(-c2cccc(OC)c2)nc2nc(C)cc(C)n12
-9	-1	Cc1cccc(C(=Cc2ccc([N+](=O)[O-])cc2)C(=O)O)c1
-10	2	CC(=O)N1C[C@H]2CON(C)[C@H]2C[C@H]1c1ccccc1
-9	5	Fc1ccc(-c2nc3c4ccccc4ccn3c2Cc2ccccc2)cc1
13	-3	COc1cccc(CN2CCC(C)(Oc3cccc(Cl)c3)C2)c1OC (stereo not given)
-1	-15	Cc1cnc(C)c(Nc2nc(C(N)Cc3ccc(F)cc3)cs2)n1 (stereo not given)
11	2	CCCc1nc2c3ccccc3ccn2c1Cc1ccccc1
-6	5	CC(C)Oc1cccc(NC(=O)C2(C)CCN2C(C)C)c1 (stereo not given)
-1	-7	COc1ccccc1CNc1nc(NCCOc2ccccc2Cl)c2sccc2n1
14	3	CCC(CC)C(=O)N(C)c1c(C)nc2c(OCC3CCCCC3)cccn12
-2	-1	CC1(C(=O)NS(=O)(=O)c2ccc(C#N)cc2)CCN1C(=O)Cc1ccccc1Cl (stereo not given)
-3	-11	OCC1OC(c2ccc(OCc3ccccc3)cc2OCc2ccccc2)C(O)C1O (stereo not given)
-10	3	COCCNc1nc2cc(-c3ccccc3)sc2c(=O)n1C
-1	-4	O=C1NC[C@@H](CCCCN2C[C@H](Cc3ccccc3)N(CCc3ccc(O)cc3)C(=O)C2=O)N(Cc2ccccc2)C1=O
10	0	CC(=O)c1cccc(-c2cnc3c(NC=O)cc(-c4ccc(C(=O)N5CCOCC5)cc4)cn23)c1
2	-3	OCCN1CCN(c2nccn3ccnc23)CC1
-8	3	NS(=O)(=O)c1cccc(NC(=O)CSc2nnc(NC3CC3)s2)c1
-12	-2	COc1ccc(S(=O)(=O)N2CCC[C@H]2C(=O)N2CCC[C@H]2C(=O)N[C@H](C)c2ccccc2)cc1C
-3	10	CC(=O)N1C[C@H]2CON(C)[C@H]2C[C@H]1c1ccc(-c2ccc(C#N)cc2)cc1
-5	-3	O=C(Nc1ccc(Cl)cc1)C1Cc2c(-c3ccc4c(c3)OCO4)ccnc2O1 (stereo not given)
6	12	CCc1nc2c(OCc3ccc(Cl)cc3)cccn2c1N(C)C(=O)c1ccc2c(c1)OCO2
-4	9	COc1ccc(-c2oc3c(c2C#CC(C)(C)O)C(OCCO)CC3)cc1 (stereo not given)
16	32	Cc1nc2c(OCCC3CCCCC3)cccn2c1N(C)C(=O)CCC1CCCC1
5	-1	COC(=O)[C@]12CCCCC=C1N(Cc1ccccc1)C(=O)[C@H](CC(=O)N1CCCCC1)C2
-4	3	CC1(C(=O)NS(=O)(=O)c2ccc(F)cc2F)CCN1C(=O)Cc1ccccc1Cl (stereo not given)
-10	4	COc1cc(C(C)=O)ccc1OCC(=O)N1CCCC1c1ccc2c(c1)OCCCO2 (stereo not given)
-6	6	Cc1ccccc1OCC(=O)OCC(=O)NC1CCCC(C)C1C (stereo not given)

# Ordered by SMILES length (smallest number first): some entries from above
EBI2 antag	CXCR6 inh	molecule
-6	6	Cc1ccccc1OCC(=O)OCC(=O)NC1CCCC(C)C1C (stereo not given)
16	32	Cc1nc2c(OCCC3CCCCC3)cccn2c1N(C)C(=O)CCC1CCCC1
-10	4	COc1cc(C(C)=O)ccc1OCC(=O)N1CCCC1c1ccc2c(c1)OCCCO2 (stereo not given)
6	12	CCc1nc2c(OCc3ccc(Cl)cc3)cccn2c1N(C)C(=O)c1ccc2c(c1)OCO2
5	-1	COC(=O)[C@]12CCCCC=C1N(Cc1ccccc1)C(=O)[C@H](CC(=O)N1CCCCC1)C2

# Next part.
EBI2 antag	CXCR6 inh	molecule
3	8	O=C(C[C@H]1C(=O)N(Cc2ccccc2)C[C@@H]1Cc1ccccc1)Nc1ccc(Br)cc1
-7	3	O=c1cc(CN2CCCCCCC2)c2ccccc2o1
-11	2	O=C(O)C1=C2C(=O)Nc3cccc(c32)C2(C1)C(=O)Nc1ccccc12 (stereo not given)
6	-8	COC(=O)c1ccc(CC2(C)C(=O)Nc3ccc(-c4cccc(C(F)(F)F)c4)cc32)o1 (stereo not given)
-3	-11	O=C1CSc2ccc(C(=O)N3CCCCC3)cc2N1
-5	6	COCCNc1nc2cc(-c3ccc(C)cc3)sc2c(=O)n1C
6	11	CCOC(=O)[C@]12CCC=C1N(Cc1ccc(Cl)cc1Cl)C(=O)[C@H](CC(=O)NCc1ccccc1)C2
-4	-2	CC1(C(=O)NS(=O)(=O)c2ccc3c(c2)CCO3)CCN1C(=O)CCC1CCCC1 (stereo not given)

# Compound profiles (already shown). Screens in order: EBI2 antag	CXCR6 inh
# CC1(C(=O)NS(=O)(=O)c2ccc(C#N)cc2)CCN1C(=O)Cc1ccccc1Cl (stereo not given) as listed: -2	-1
# CCCCNc1c(-c2cccc(OC)c2)nc2nc(C)cc(C)n12 as listed: -6	1
# O=C(Nc1cccc(Cl)c1)c1csc([C@H]2C[C@H](O)[C@@H](CO)O2)n1 as listed: 2	-3
# CCc1nc2c(OCCOc3ccccc3)cccn2c1N(C)C(=O)c1ccc(C)cc1 as listed: -2	5

# (listing goes on)
EBI2 antag	CXCR6 inh	molecule
-1	-2	CCOC(=O)CC1c2nc3ccccc3cc2CN1C(=O)OCC (stereo not given)
-3	4	COCCNc1nc2cc(-c3ccsc3)sc2c(=O)n1C
-1	4	COC(=O)[C@]12CCCCC=C1N(Cc1ccco1)C(=O)[C@H](CC(=O)N1CCSCC1)C2
6	-11	CCCCCCNC(=O)O[C@@]12CN(S(=O)(=O)c3ccc(C)cc3)C[C@]1(O)Cn1c(=O)n(CCCCCC)c(=O)n1C2
2	-3	Cn1cc(-c2csc(C(O)c3ccc(F)c(F)c3)n2)cn1 (stereo not given)
-5	-6	CC(C)C(N)c1csc(Nc2nncc3ccccc23)n1 (stereo not given)
1	-2	Cc1cccc(NC(=O)COC(=O)CN2C(=O)c3ccccc3C2=O)c1
4	-4	CC1CCC2(CC1)NC(=O)N(CC(=O)Nc1ccc(N3CCCCC3)cc1)C2=O (stereo not given)
3	11	Cc1noc(C)c1CCC(=O)Nc1cc(C(=O)O)ccc1Cl
1	-8	CCCCN(CCCC)Cc1cc(=O)oc2cc(C)c(Cl)cc12
2	-8	O=c1[nH][nH]c2c1[C@H](c1ccc(Cl)cc1)O[C@H](C1CCCC1)C2
-10	-19	COc1cccc(Nc2nc(C(N)Cc3ccc(F)cc3)cs2)n1 (stereo not given)
1	11	Nc1[nH]c(C(=O)c2ccccc2)c(-c2ccc(Cl)cc2Cl)c1C(=O)c1ccc(Cl)c(Cl)c1
5	6	COc1ccc(NC(=O)C2(C)Cc3c(-c4ccc(N(C)C)cc4)ccnc3O2)cc1OC (stereo not given)
-5	-7	COc1ccccc1N1CCN(C(=O)c2ccc3noc(-c4ccccc4)c3c2)CC1
-5	5	CC12CCC(=O)N1C(C(=O)Oc1cccc(F)c1)CS2 (stereo not given)
-8	-4	C[C@H]1CN([C@@H](C)CO)C(=O)CCCn2nncc2CO[C@@H]1CN(C)S(=O)(=O)c1ccccc1
3	1	O=S1(=O)CC(N2CCN(Cc3ccccc3F)CC2)CN1Cc1cn(Cc2ccc(F)cc2)nn1 (stereo not given)
17	5	CCOc1ccc(CCN2C(=S)N([C@@H](CC(C)C)CN3CCC[C@@H]3CN3C(=S)NC[C@@H]3Cc3ccc(O)cc3)C[C@@H]2CC(C)C)cc1
6	0	CC1(C(=O)Nc2ccccc2F)CCN1C(=O)Cc1cc(F)ccc1F (stereo not given)
10	5	O=C(c1ccc(Cl)cc1)N1CCN(c2ccc(N3CCOCC3)nn2)CC1
-2	1	CC1(C)N=C(N)N=C(N)N1c1ccc(OCC(=O)N2CCOCC2)cc1
2	21	COc1cc2c(c(Br)c1N)-c1cc(Br)c(N)cc1C2=O
-3	-9	COc1ccc(N2CCN(c3cc(C(=O)NC4CCCCC4)ncn3)CC2)cc1OC
6	-7	COc1ccc([C@H]2CC(=O)C[C@@H](CCn3nnc4ccccc43)O2)cc1
-7	7	CCCNC(=O)C1(C)CCCN(C/C=C/c2ccccc2)C1 (stereo not given)
-6	0	COCCn1c(=S)[nH]c2cc(C(=O)NCc3ccccc3)ccc2c1=O
-11	-3	N#Cc1ccc(-c2ccc3nccn3c2)cc1
7	-4	C[C@@H]1Cn2cnc(C(=O)N[C@@H](Cc3c[nH]c4ccccc34)C(=O)OC(C)(C)C)c2C(=O)N1
-7	-2	CC(C)(C)OC(=O)NCCc1onc(-c2cccc([N+](=O)[O-])c2)c1C(=O)O
5	-1	Cc1ccc(S(=O)(=O)N2C[C@H]3C(=O)C[C@@H](c4cccc(Cl)c4)N(S(=O)(=O)c4ccc(C)cc4)[C@H]3C[C@H]2c2ccc(Cl)cc2)cc1
-4	-5	Cc1ccc(NC(=O)CN2C(=O)NC3(CCCCC3C)C2=O)cc1S(=O)(=O)N1CCOCC1 (stereo not given)
-4	1	CC(C)C[C@H]1CN(CCCC[C@H]2CNC(=O)C(=O)N2CCC2CCCCC2)C(=O)C(=O)N1CC1CCCCC1
-4	-10	CCn1c(=O)c2[nH]c(SC)nc2n(CC)c1=O
3	12	O=C(Nc1ccc2c(c1)OCO2)c1cc(C2CCCCN2S(=O)(=O)c2ccccc2)on1 (stereo not given)
-5	0	O=C(O)c1ccccc1Cc1ccc(F)c2ccccc12
-1	4	O=C(NCc1cccnc1)c1cc(C2CCCCN2C(=O)CCCc2ccccc2)on1 (stereo not given)
-8	-1	Cc1ccccc1S(=O)(=O)N(C)C[C@@H]1OCc2cnnn2CCCC(=O)N([C@H](C)CO)C[C@H]1C
-2	-11	CCN(CC)S(=O)(=O)c1ccc(O)c(C(=O)OCC(=O)N2CCCc3ccccc32)c1
-5	-3	Cc1ccnc(SC2CC(=O)N(c3ccccc3)C2=O)n1 (stereo not given)
3	-1	CC(=O)N1C[C@H]2CON(C)[C@H]2C[C@H]1c1cccc(-c2cc(Cl)cc(Cl)c2)c1
8	6	O=C1NC(Cc2ccc(O)cc2)c2nc3cc(F)ccc3c(=O)n2-c2cc3ccccc3cc21 (stereo not given)
-14	-6	NC(COCc1ccccc1)c1csc(NC(=O)Nc2cccc(Cl)c2)n1 (stereo not given)
-6	-1	CCCCN1CC(C)(C)[C@H](CC(=O)Nc2ccccc2)C1=O
-30	10	C[C@@H]1CN([C@H](C)CO)S(=O)(=O)c2ccc(C#CC3CCCC3)cc2O[C@H]1CN(C)C(=O)Cc1ccccc1
8	-16	Cc1ccc(-c2ccc(CN3C(C(C)C)C(=O)N(Cc4cn(CCC5OCCO5)nn4)CCS3(=O)=O)cc2)cc1 (stereo not given)
10	5	O=C(Nc1ccc2ccccc2c1)OC1CCS(=O)(=O)C1 (stereo not given)
-8	3	COCC(=O)N1CCC(c2nc3ccccc3[nH]2)CC1
18	1	CC(=O)Nc1ccc(-c2ccnc3c2CC(C)(C(=O)Nc2ccc(C(C)C)cc2)O3)cc1 (stereo not given)
1	9	C[C@@H]1CN([C@H](C)CO)S(=O)(=O)c2ccc(C#C[C@@H](C)O)cc2O[C@@H]1CN(C)Cc1ccc(-c2ccccc2)cc1
-2	4	ClC(Cl)(Cl)C1=NCc2nnn(Cc3ccccc3)c2N1
-8	-6	Cc1cc2nc(C3CCCCC3)c(Cc3ccsc3)n2c(C)c1Br
-12	-12	Cc1cccc(OCCNC(=O)c2cc(C3CC3)nc3c2cnn3C(C)C)c1
-9	0	[O-][N+](=Cc1c(Cl)cccc1Cl)CC1(O)CCCCC1
9	9	O=CNc1cc(-c2ccc(C(=O)NC3CC3)cc2)cn2c(-c3ccc(F)c(Cl)c3)cnc12
-1	0	C[C@@H]1O[C@H](C2CCCCC2)Cc2[nH][nH]c(=O)c21

# Compound activity from PubChem.
